Screens: PubChem BioAssay, National Center for Advancing Translational Sciences (NCATS)
HP1b chromo inh: HTS for Inhibitors of HP1-beta Chromodomain Interactions with Methylated Histone Tails | AlphaScreen HP1-beta / biotin-H3K9me3 peptide binding | Potency, µM (doses to about 114 µM), without a hit: at the highest dose activity change, negative = inhibition, hits mostly inhibitors | 0.56% of 390,000 active; note: potency is the fitted concentration of half-maximal effect; nearly all actives have a fitted effect of over 70% in size; inactives centre near 23
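Compound inhibition of the preformed complex between 50 nM HP1-beta and 50 nM biotinylated H3K9me3 peptide was read by AlphaScreen. Buffer was PBS pH 7.4 with 0.01% Tween-20. Incubations ran 30 min at room temperature, with 10 ug/mL donor/acceptor beads.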
JMJD2A Tudor: qHTS Assay for Inhibitors of JMJD2A-Tudor Domain. 4.4% of 390,000 active. Potency, µM (highest dose often 114 µM), for the others: at the highest dose activity change, negative = inhibition, actives largely listed as inhibitors. Lysine-specific demethylase 4A (Homo sapiens), O75164. AlphaScreen JMJD2A-Tudor / H3K4me3 peptide binding; note: potency is the fitted concentration of half-maximal effect; % is set by controls: 0 for no effect and ±100 for the full control effect; nearly all actives have a fitted effect of over 50% in size
PGK inhibitor: qHTS Assay to Find Inhibitors of Phosphoglycerate Kinase; Phosphoglycerate kinase, glycosomal (Trypanosoma brucei brucei), P07378; PGK/GAPDH coupled, Kinase-Glo luminescence, 60 min; Potency, µM (doses to about 57.5 µM), for inactives: at the highest dose activity change, negative = inhibition, actives largely listed as inhibitors; 0.043% of 380,000 active; AID 602233, 2012; note: potency is the fitted concentration of half-maximal effect; % is set by controls: 0 for no effect and ±100 for the full control effect; nearly all actives have a fitted effect of over 60% in size
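Recombinant glycosomal PGK reaction used 1,3-bisphosphoglycerate generated in-well by GAPDH (100nM final) in 100mM TEA pH 7.6, 5mM MgCl2, 0.01% Tween-20. After 60 minutes at room temperature, ATP was read by Kinase-Glo Plus luminescence end-point.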
GLS inh: qHTS for Inhibitors of Glutaminase (GLS); GLS enzymatic activity, qHTS titration; Potency, µM (series often up to 45.5 µM), for the others: at the highest dose activity change, negative = inhibition, usual class: inhibitors; 0.21% of 410,000 active; note: potency is the fitted concentration of half-maximal effect; % is set by controls: 0 for no effect and ±100 for the full control effect
Target sequence (O94925 whole entry, looked up): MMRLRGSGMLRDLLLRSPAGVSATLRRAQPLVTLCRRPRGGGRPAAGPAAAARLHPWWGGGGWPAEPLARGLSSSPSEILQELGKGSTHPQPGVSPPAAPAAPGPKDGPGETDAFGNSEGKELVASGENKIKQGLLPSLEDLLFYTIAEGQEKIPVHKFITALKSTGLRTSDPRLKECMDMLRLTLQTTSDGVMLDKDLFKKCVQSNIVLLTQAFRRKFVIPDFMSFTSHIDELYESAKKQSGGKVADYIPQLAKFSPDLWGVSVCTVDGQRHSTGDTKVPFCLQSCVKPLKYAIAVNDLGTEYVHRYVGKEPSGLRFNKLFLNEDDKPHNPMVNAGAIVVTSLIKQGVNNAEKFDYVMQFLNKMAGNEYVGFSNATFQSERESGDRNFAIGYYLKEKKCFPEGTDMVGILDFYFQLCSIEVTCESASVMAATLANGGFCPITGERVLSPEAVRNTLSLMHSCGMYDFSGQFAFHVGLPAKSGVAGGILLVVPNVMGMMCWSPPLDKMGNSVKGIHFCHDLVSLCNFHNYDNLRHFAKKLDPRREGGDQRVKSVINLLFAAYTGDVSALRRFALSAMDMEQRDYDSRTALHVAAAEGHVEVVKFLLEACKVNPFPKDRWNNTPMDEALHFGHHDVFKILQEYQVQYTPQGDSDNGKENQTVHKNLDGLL
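hKGA in 45 mM KH2PO4 (pH 8.2), 0.02% Tween-20 with compound, then 1mM L-Glutamine (stock as added) plus glutamate oxidase/HRP/Amplex red coupling mix. Fluorescence read initially and after 30 min at RT; signal change reflects glutamate formation.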
Pin1 inh: qHTS Assay to Find Inhibitors of Pin1; Peptidyl-prolyl cis-trans isomerase NIMA-interacting 1 (Homo sapiens), Q13526; Pin1 FP peptide displacement, HiFluor488, 10 min; Potency, µM (highest dose often 115 µM), for inactives: at the top dose activity, negative = inhibition, usual class: inhibitors; 0.009% of 390,000 active; active = well fitted inhibition curve with a large enough effect in the polarisation, with a control signal flat, not every such curve was filed as active; inconclusive = small, poorly fitted or top-dose-only effect, or effect the other way, or a change in a side signal; inactive = no such curve, though single readings can be large or run the other way; the % refers to the polarisation; note: potency is the fitted concentration of half-maximal effect; % is set by controls: 0 for no effect and ±100 for the full control effect
Target sequence (Q13526 whole entry, looked up): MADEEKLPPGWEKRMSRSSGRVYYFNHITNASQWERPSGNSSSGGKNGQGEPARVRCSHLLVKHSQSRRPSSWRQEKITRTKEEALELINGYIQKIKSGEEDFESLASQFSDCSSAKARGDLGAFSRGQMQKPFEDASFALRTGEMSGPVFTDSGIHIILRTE
ERG Ets-DNA blk: qHTS for Small Molecule Inhibitors of the ERG Ets/DNA interaction; Transcriptional regulator ERG (Homo sapiens), P11308; fluorescence polarization, His-ERG Ets domain / labelled DNA; Potency, µM (doses to about 76.9 µM), inactives show at the highest dose FP activity, negative = inhibition, actives largely listed as inhibitors; 0.028% of 370,000 active; active = well fitted inhibition curve with a large enough effect in the polarisation, with a control signal flat; inconclusive = small, poorly fitted or top-dose-only effect, or effect the other way, or a change in a side signal; inactive = no such curve, though single readings can be large or run the other way; the % refers to the polarisation;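 note: polarization taken with two DNA probes labelled with fluorescein and Texas red; potency is the fitted concentration of half-maximal effect; % of control where 0% means no effect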
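His-tagged ERG Ets domain (1 uM in the protein solution; 300mM KCl, 50mM Tris-HCl, 1mM EDTA, 1mM DTT, pH 7.5) received compound, then a probe mix of 5 nM fluorescein-DNA and 100nM Texas-615-DNA. Fluorescence polarization was read for both dyes.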
PI4K2A inh: qHTS for small molecular inhibitors of PI4K2A. purified PI4K2A, ADP-Glo luminescence, 1 h; stronger effect = lower value. Phosphatidylinositol 4-kinase type 2-alpha (Homo sapiens), Q9BTU6. AID 1346378, 2018. 0.13% of 420,000 active. activity change, negative = inhibition, % at 76.9 µM; in the data active = activity change below about -50%; inconclusive = mostly about -30% to -49%;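 note: -100% = wells without enzyme as full effect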
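PI4K2A activity was measured by ADP-Glo luminescence: enzyme (4 ug/mL stock) and phosphatidylinositol (1.2 mM stock) in Tris pH 7.5/MgCl2/EGTA/Triton X-100 buffer were reacted with ATP (300 microM stock) for one hour at ambient temperature.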
BAZ2B block: qHTS Assay for Inhibitors of BAZ2B | 4.4% of 360,000 active | Potency, µM (series often up to 114 µM), for inactives: at the highest dose activity change, negative = inhibition, most hits filed as inhibitors | AlphaScreen BAZ2B-H3K14Ac peptide displacement; note: potency is the fitted concentration of half-maximal effect; % is set by controls: 0 for no effect and ±100 for the full control effect; nearly all actives have a fitted effect of over 60% in size
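BAZ2B 50 nM plus b-H3(5-23)K14Ac 50 nM, PBS pH 7.4/0.01% Tween-20, 30 min RT; compound added (max 110 uM), 30 min RT; streptavidin donor/Ni-chelate acceptor beads 10 ug/mL final, 20 min dark; AlphaScreen read.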
G9a block: qHTS Assay for Inhibitors of Histone Lysine Methyltransferase G9a; Histone-lysine N-methyltransferase EHMT2 (Homo sapiens), Q96KQ7; G9a H3K9 monomethylation, AlphaScreen, 2 h; Potency, µM (top dose mostly 102 µM), for inactives: at the highest dose activity, negative = inhibition, actives largely listed as inhibitors; 8.8% of 350,000 active; note: potency is the fitted concentration of half-maximal effect; % is set by controls: 0 for no effect and ±100 for the full control effect; nearly all actives have a fitted effect of over 75% in size
Target sequence (Q96KQ7 913-1193 limits assumed): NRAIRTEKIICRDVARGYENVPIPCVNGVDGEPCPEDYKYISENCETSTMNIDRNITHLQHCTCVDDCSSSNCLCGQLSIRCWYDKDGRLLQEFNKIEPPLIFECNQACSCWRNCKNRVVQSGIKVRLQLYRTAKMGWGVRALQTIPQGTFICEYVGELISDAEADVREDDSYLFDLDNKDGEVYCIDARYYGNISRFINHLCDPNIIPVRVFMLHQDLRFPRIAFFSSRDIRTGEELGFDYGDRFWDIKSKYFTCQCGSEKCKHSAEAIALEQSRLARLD
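AlphaScreen detection with an anti-monomethyl H3K9 antibody quantified product after a 2 h room-temperature reaction containing 500 nM biotinylated H3K9 peptide, 20 µM SAM and 20 nM enzyme, which had been preincubated 15 min with compound.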
* hit, by the source's call; i = inactive; ? = inconclusive; nt = not tested or not shown; [ ] = dose if it differs, or a comment. Unless noted, calls come from the whole dose curve; as a rule, active = well fitted curve in the direction sought with a large enough effect; inconclusive = small, poorly fitted or top-dose-only effect, or another doubt; inactive = no such curve, though single readings can be large; an effect the other way counts as inactive or inconclusive. Compounds were not picked by outcome, and some 11% of all compounds hit somewhere here.

entry	Molecule	HP1b chromo inh	JMJD2A Tudor	PGK inhibitor	GLS inh	Pin1 inh	ERG Ets-DNA blk	PI4K2A inh	BAZ2B block	G9a block
1	C/C(=N\O)C(=O)NCCCn1ccnc1	26.3%	-8.3%	-1.6%	-0.4%	-3.9%	4.7%	1.8	?	25.7%[59 µM]
2	O=C(c1ccccc1Sc1ccccc1[N+](=O)[O-])N1CCCCC1	-8.5%	-30.2%	1.6%	-20.2%	2.5%	3.0%	0.9	-21.8%	nt
3	Cc1ccc(NC(=O)CSCc2cc(=O)c3ccccc3[nH]2)c(C)c1	24.9%[57 µM]	-7.1%	-5.4%	0.1%	7.5%	2.8%	-7.5	11.4%	12.8%[59 µM]
4	Cc1ccc(S(=O)(=O)N2CCC[C@H]2C(=O)Nc2ccc(F)cc2C)cc1	44.9%[activator]	-17.2%	-0.4%	-4.4%	5.4%	5.3%	-2.6	nt	nt
5	COc1cccc(-c2nc(C(=O)NCC3CCCO3)cc3c2[nH]c2ccccc23)c1 (centres undefined)	38.5%	-15.0%	-1.9%	-3.5%	14.0%	-13.2%	1.9	-34.0%	-3.2%
6	CCOC(=O)N/N=C(\C)c1ccc(C)o1	44.4%[activator]	-1.5%[11.4 µM]	-2.1%	-1.6%	4.5%	8.7%	1.4	0.3%	11.1%
7	CCOC(=O)c1sc(NC(=O)Cn2nnc3sc4c(c3c2=O)CCCC4)nc1C	10.7%	-28.8%	nt	9.3%	?	5.0%	-5.8	-2.8%	5.3%
8	O=C(COC(=O)COc1cccc(Br)c1)Nc1ccc(F)cc1F	71.6%[activator]	8.8%	i	-13.2%	-8.4%	9.5%	3.6	12.9%	20.8%[59 µM]
9	CCc1ccccc1NC(=O)C(NS(=O)(=O)c1ccc2c(c1)CCC(=O)N2)c1ccccc1 (centres undefined)	37.5%	2.4%	-7.7%	0.8%	1.2%	2.7%	-2.6	-1.9%	4.8%[59 µM]
10	O=S(=O)(c1ccc(S(=O)(=O)N2CCOCC2)cc1)N1CCCC1	12.9%	-12.1%	i	0.6%	-10.4%	2.9%	0.8	-7.1%	nt
11	O=C(CN(C(=O)Cn1nnc(-c2cccs2)n1)c1ccc2c(c1)OCCO2)NC1CCCCC1	19.3%	-26.4%	nt	0.0%	20.9%	12.7%	4.8	-20.2%	1.1%
12	COC(=O)c1sccc1NC(=S)Nc1ccc(OC)cc1	22.1%	-8.2%	-1.1%	-11.5%	0.5%	10.7%	1.0	-17.5%	?
13	CCN(CC(=O)NC(C)(C)C)C(=O)c1ccc(Br)cc1	29.7%	-7.9%	-4.4%	5.2%	11.0%	12.7%	3.4	-3.9%	-9.1%[59 µM]
14	COc1cccc(N2CCN(CC(=O)NC(=O)NC3CCCCC3)CC2)c1	4.2%	-21.2%	9.0%	-7.5%	2.6%	-2.5%	3.2	5.4%	12.7%
15	COc1cc([N+](=O)[O-])ccc1N=Nc1c(N)[nH]n(-c2ccccc2)c1=O	-26.2%	-22.6%[11.4 µM]	0.2%	-7.2%	-5.3%	-3.1%	-5.7	?	50.1µM*

(more compounds)
entry	Molecule	HP1b chromo inh	JMJD2A Tudor	PGK inhibitor	GLS inh	Pin1 inh	ERG Ets-DNA blk	PI4K2A inh	BAZ2B block	G9a block
16	CCCS(=O)(=O)c1ncc(Cl)c(C(=O)Nc2c(C(=O)c3ccccc3)oc3ccccc23)n1	53.7%[activator]	-5.2%	-9.8%	-0.5%	1.4%	-1.2%	-0.7	0.4%	1.7%[59 µM]
17	S=C(NCc1ccco1)Nc1cc(Cl)c(Cl)cc1Cl	18.8%	-5.5%	-3.1%	18.8%	-2.9%	17.5%	2.7	0.1%	-8.9%[59 µM]
18	C=CCSc1nnc(COc2ccc(=O)n(-c3ccccc3)n2)n1CC	22.5%	-7.6%	-9.4%	0.2%	-3.8%	22.0%	1.5	-7.9%	1.4%
19	CCN(CC)S(=O)(=O)c1ccc2c(c1)N(CC(=O)NCCCN1CCN(c3cc(Cl)ccc3C)CC1)C(=O)CO2	3.8%	?	-7.7%	0.4%	-3.8%	-0.4%	-1.6	-36.1%	-33.7%[59 µM]
20	CN1CCN(C(=O)c2ccccc2-c2ccccc2C(=O)O)CC1	22.1%	-8.5%	1.5%	-5.2%	-0.1%	-3.6%	3.4	21.6%	28.8%[59 µM]
21	COc1ccc(/C=C(\NC(=O)c2ccc(OC)cc2)C(=O)Nc2ccc(C(=O)O)cc2)cc1	25.9%	-3.5%	-4.3%	4.0%	-1.3%	-0.7%	-3.8	4.2%	8.0%
22	CCSc1ccccc1C(=O)Nc1nncs1	36.4%[activator]	-8.3%	-6.3%	-13.5%	-3.1%	-1.3%	3.7	5.0%	?
23	Cn1cc(CN(C(=O)Nc2ccc(Cl)c(Cl)c2)C2CCCCC2)c2ccccc21	37.9%	-16.0%	-5.3%	-1.4%	-0.1%	-3.1%	-3.2	nt	-2.8%[59 µM]
24	Cc1cc(NC(=O)c2ccc(C)s2)n(-c2ccccc2)n1	23.2%	-13.0%[57.1 µM]	-8.1%	-1.1%	1.6%	-6.8%	-1.1	6.6%	18.9%
25	O=C(c1ccc(Cl)nc1)N1CCN(S(=O)(=O)c2ccccc2)CC1	62.3%[activator]	-2.7%	-5.8%	-11.2%	-6.2%	-2.5%	-3.9	-21.9%	7.6%
26	O=C(NCCCN1CCCC1=O)c1cc(-c2cccnc2)nc2ccc(Cl)cc12	21.1%	4.4%	-8.5%	-6.5%	-0.2%	2.2%	-0.1	-4.9%	21.1%[59 µM]
27	COc1ccc(CN(CC(=O)NCc2ccco2)C(=O)CCC(=O)Nc2nccs2)cc1	17.5%	-8.7%	-0.7%	9.5%	5.2%	4.1%	-4.0	-24.7%	11.6%[59 µM]
28	Oc1cccc(/C=N/Nc2ccc(Cl)nn2)c1O	3.4%	63.1µM*	-7.9%	4.7%	2.0%	22.6%	-20.3	8.91µM*	32.7%
29	CCCCCCSc1nsc(N)n1	30.4%	8.2%	-4.4%	-1.8%	?	2.7%	-3.5	-5.0%	-0.4%[59 µM]
30	CCOc1cc(/C=N\NC(=O)c2ccc(NC(=O)CC)cc2)ccc1OC(=O)c1ccccc1	11.9%	-18.9%	i	6.4%	0.7%	4.0%	7.5	0.8%	-9.1%[59 µM]

(next part)
entry	Molecule	HP1b chromo inh	JMJD2A Tudor	PGK inhibitor	GLS inh	Pin1 inh	ERG Ets-DNA blk	PI4K2A inh	BAZ2B block	G9a block
31	Cc1cccc(NC(=O)c2ccc3[nH]c(=O)c(=O)[nH]c3c2)n1	15.4%[57 µM]	-8.9%	i	-3.0%	0.8%	10.9%	-2.0	-21.8%	-1.4%
32	COc1ccc(CC(C(=O)Nc2cccc(F)c2)c2nn[nH]n2)c(OC)c1 (centres undefined)	35.8%	-21.6%	0.9%	10.7%	-15.3%	3.3%	-1.2	-0.8%	?
33	O=C(CCc1nnc2ccc(NCc3ccco3)nn12)Nc1ccccc1F	26.5%	?	-3.0%	-24.1%	1.8%	-2.2%	-5.2	?	-8.7%
34	Cc1nc(Cl)sc1C(=O)Nc1ccc(C(F)(F)F)cc1	28.1%	-4.6%	i	-4.1%	0.2%	2.0%	4.8	-8.7%	8.1%[0.501 µM]
35	COc1ccc2c(C)cc(SCC(=O)Nc3c(C)n(C)n(-c4ccccc4)c3=O)nc2c1	38.6%	-9.2%	-3.9%	11.5%	-0.2%	-5.6%	-0.9	3.7%	-2.7%
36	CCO[C@H]1OC(C(=O)N2CCN(Cc3ccc4c(c3)OCO4)CC2)=C[C@@H](C)[C@@H]1CCCO	28.2%	-10.1%	-4.1%	19.2%	6.2%	8.3%	-2.4	0.0%	7.8%[12.7 µM]
37	COc1cccc(CNC(=O)CN2C(=O)CSc3ccc(S(=O)(=O)N4CCCCC4)cc32)c1	12.9%	-14.5%	-4.7%	-2.6%	36.0%[activator]	12.9%	0.5	-6.5%	16.7%[59 µM]
38	COc1cccc(/C=C2\SC(=N)N(c3ccc(F)cc3)C2=O)c1	5.9%	?	-6.9%	3.6%	0.5%	10.8%	-1.6	-26.3%	10.2%[59 µM]
39	COc1ccc(C(=O)NNS(=O)(=O)c2ccccc2)cc1OC	16.0%	-9.2%	-8.0%	18.1%	-3.4%	0.6%	-6.8	2.4%	nt
40	CC[C@@]12C(=O)N(c3cccc(Br)c3)C(=O)N1[C@H](c1ccc(Br)cc1)[C@@H]1C(=O)N(C(C)(C)C)C(=O)[C@@H]12	27.2%	-13.7%	2.0%	1.9%	9.2%	7.1%	-0.9	-3.6%	8.6%[2.33 µM]
41	CCOC(=O)CNC(=O)c1ccc(-c2nn(C)c(=O)c3ccccc23)cc1	43.2%[activator]	-0.3%	8.8%	3.9%	6.4%	0.3%	2.4	2.7%[57.1 µM]	-4.2%[59 µM]
